RAD54 branch = inhibitors of human RAD54 branch migration, primary screen, biochemical, fluorescence, single point | AID 602329, 2012 | inhibition, % at 10.4 µM | RAD54 Holliday junction branch migration, FAM/BHQ fluorescence | DNA repair and recombination protein RAD54-like (Homo sapiens), Q92698 | 360,000 compounds, 0.14% hits;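 active = mean normalized replicate activity at least 40 and at least half of replicates scoring 40 or more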;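 also: 0% = median of neutral control wells and 100% = median of positive control wells; inhibitors cause a drop in the FAM fluorescence signal; in these data hits start at about 50%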
Target sequence (Q92698 whole entry, looked up): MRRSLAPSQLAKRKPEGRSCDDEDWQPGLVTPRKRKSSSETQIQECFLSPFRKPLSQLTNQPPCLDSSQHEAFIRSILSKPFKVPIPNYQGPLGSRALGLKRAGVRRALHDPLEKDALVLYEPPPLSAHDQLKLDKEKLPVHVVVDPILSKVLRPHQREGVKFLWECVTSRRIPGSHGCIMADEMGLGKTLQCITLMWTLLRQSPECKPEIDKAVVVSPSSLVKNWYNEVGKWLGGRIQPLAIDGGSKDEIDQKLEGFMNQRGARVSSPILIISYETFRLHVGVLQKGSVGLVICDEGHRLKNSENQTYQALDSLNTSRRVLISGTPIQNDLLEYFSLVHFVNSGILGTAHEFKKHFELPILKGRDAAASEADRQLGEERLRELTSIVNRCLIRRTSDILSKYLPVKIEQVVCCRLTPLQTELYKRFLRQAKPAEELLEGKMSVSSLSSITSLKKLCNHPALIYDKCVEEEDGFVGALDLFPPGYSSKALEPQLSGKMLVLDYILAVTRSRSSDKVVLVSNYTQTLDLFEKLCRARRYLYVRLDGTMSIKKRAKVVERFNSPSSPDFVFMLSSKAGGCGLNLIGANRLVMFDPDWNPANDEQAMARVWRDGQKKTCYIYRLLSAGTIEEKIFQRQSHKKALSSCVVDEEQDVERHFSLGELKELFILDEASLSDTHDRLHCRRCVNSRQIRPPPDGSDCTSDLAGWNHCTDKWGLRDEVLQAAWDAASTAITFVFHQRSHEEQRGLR
* marks the source's active call; other numbers are inactive results. Not all compounds are listed. The share of hits here may be higher or lower than overall.

Cc1nc(SC(C)C)[nH]c(=O)c1Cc1ccccc1
  RAD54 branch: -9.8
COCCNC(=O)COC(=O)c1[nH]c(C)c(C(C)=O)c1C
  RAD54 branch: -1.7
CC1(C)CC(=O)C2=C(C1)c1c(ccc3ccccc13)NC2c1ccc(Br)o1 (configuration not stated)
  RAD54 branch: 6.0
O=C(Cn1nc(C(F)(F)F)c2c1CCC2)N1CCN(c2ccccc2)CC1
  RAD54 branch: -13.4
OCCN(CC(O)Cn1ccc2ccccc21)CC(O)Cn1ccc2ccccc21 (configuration not stated)
  RAD54 branch: -6.6
Cc1ccc(/C(O)=C2\C(=O)C(=O)N(CC(C)O)C2c2cccc(F)c2)cc1 (configuration not stated)
  RAD54 branch: -4.4
N#Cc1c(C(F)(F)F)cc(-c2ccco2)nc1SCc1ccncc1
  RAD54 branch: -0.3
COc1ccccc1-c1nc(-c2cccc(C)c2)no1
  RAD54 branch: -12.5
COc1cc(-c2nc3cnccn3c2Nc2ccc3c(c2)OCCO3)ccc1O
  RAD54 branch: 2.9
O=C(CN1C(=O)c2ccccc2C1=O)Nc1sc2c(c1C(=O)NCC1CCCO1)CCC2 (configuration not stated)
  RAD54 branch: 4.9
CC(CCc1ccccc1)NC(=O)C(=O)NCCO (configuration not stated)
  RAD54 branch: -13.4
CSc1nc(N2CCOCC2)c2c3c(sc2n1)CCC3
  RAD54 branch: -12.3
Nc1nc(CSCCO)nc(Nc2ccc(F)cc2)n1
  RAD54 branch: -2.1
CCn1c(-c2cc(Cl)ccc2OC)n[nH]c1=S
  RAD54 branch: 8.6
Cc1ccccc1NC(=O)C1(NC(=O)c2cccc(N3C(=O)CSC3c3ccccc3)c2)CCCCC1 (configuration not stated)
  RAD54 branch: 15.2

C/C(Cl)=C\Cn1c(Nc2ccccc2)nc2c1c(=O)n(C)c(=O)n2C
  RAD54 branch: 6.5
CC1(C)Cc2cccc(OCC(=O)Nc3ccccc3N3CCOCC3)c2O1
  RAD54 branch: 8.7
Cc1ccc(N2C(=O)c3n[nH]c(C)c3C2c2cccnc2)cc1 (configuration not stated)
  RAD54 branch: -10.6
O=C(NC1CCCCC1)C(Cc1ccccc1)NS(=O)(=O)c1cccs1 (configuration not stated)
  RAD54 branch: -3.0
O=C(O)c1ccccc1NCN1C(=O)C2CC=C(Cl)CC2C1=O (configuration not stated)
  RAD54 branch: 2.0
CCOC(=O)CSc1nnc(SCCN2C(=O)c3ccccc3C2=O)s1
  RAD54 branch: 3.5
Cc1cc(-c2nnc3sc(-c4ccc(Cl)cc4Cl)nn23)n[nH]1
  RAD54 branch: 16.4
COCCCn1c(SCC(=O)Nc2ccc(NC(=O)c3ccco3)c(OC)c2)nc2ccccc2c1=O
  RAD54 branch: 0.0
Cc1ccc(S(=O)(=O)NC(=O)Nn2c(C)nnc2C)cc1
  RAD54 branch: -11.2
COc1cc2c(cc1OC)C(c1cc3ccccc3oc1=O)=NC(C)(C)C2
  RAD54 branch: -5.0
COc1ccccc1NC(=O)Cc1noc(CSc2cccc[n+]2[O-])n1
  RAD54 branch: -4.5
COc1ccc(OC)c(NC(=O)C2=C(C)Nc3ncnn3C2c2cccs2)c1 (configuration not stated)
  RAD54 branch: -4.3
COC(=O)C1=C(C)Nc2c(c(=O)n(C)c(=O)n2C)C1c1cccnc1 (configuration not stated)
  RAD54 branch: -9.6
CCn1c(SCC(=O)N2CCCC(C)C2)nnc1-c1ccc(S(=O)(=O)N2CCN(C)CC2)cc1 (configuration not stated)
  RAD54 branch: -7.8
Cc1ccc(-c2noc(CCC(=O)NCC3CCN(Cc4cccc(C)c4)CC3)n2)cc1
  RAD54 branch: 1.5

CN(C)C(CNC(=O)Nc1cccc(Cl)c1)c1cccnc1 (configuration not stated)
  RAD54 branch: -2.6
Cc1c(C(=O)O)sc2nc(C)n(C)c(=O)c12
  RAD54 branch: -1.4
CC(C)(C)OC(=O)N1CCC[C@H]1c1nnc(SC/C=C/c2ccccc2)o1
  RAD54 branch: 3.2
COc1cccc(OC)c1OCCNC(C)(C)C
  RAD54 branch: -0.4
CCn1c(SCC(=O)N2CCCc3ccccc32)nc2c1c(=O)n(C)c(=O)n2C
  RAD54 branch: 0.4
O=C1CCC(=O)N1CCCCCc1nc(-c2ccccc2)no1
  RAD54 branch: -1.9
CCSc1nnc(NC(=O)c2cc(C)nc3ccccc23)s1
  RAD54 branch: -5.7
COC(=O)CN(c1ccccc1F)S(=O)(=O)c1ccccc1
  RAD54 branch: -17.6
Cc1nc(SCC(=O)N2CCN(c3ccccc3)CC2)c2oc3ccccc3c2n1
  RAD54 branch: 5.5
O=C(Nc1ccc2nc(SCc3ccc(Cl)cc3)sc2c1)c1ccccc1C(=O)N1CCOCC1
  RAD54 branch: -14.1
O=C(c1ccco1)N1CCN(/C(=N/S(=O)(=O)c2cccs2)c2ccccc2Cl)CC1
  RAD54 branch: 0.7
Cc1oc(-c2cccc(Cl)c2)nc1CSc1nc2c(c(=O)[nH]1)CCC2
  RAD54 branch: 18.9
COc1nnc(-c2ccc(N3CCOCC3)c(NC(=O)c3ccccc3)c2)c2ccccc12
  RAD54 branch: -9.3
CCC(=O)Nc1c(C(=O)Nc2cccc(OC)c2)oc2ccccc12
  RAD54 branch: -9.3
C/C(CC1CC(COCCC(C)C)OC1=O)=N\NC(N)=S (configuration not stated)
  RAD54 branch: -2.8

CCCC12CN3CC(C)(CN(C1)C3c1ccc3c(c1)OCO3)C2=O (configuration not stated)
  RAD54 branch: 5.2
COc1cccc(CN2CCCN(S(=O)(=O)c3ccc(Br)cc3)CC2)c1
  RAD54 branch: -7.3
CCCCOCCCNC(=O)N[C@@H](CC(C)C)C(=O)O
  RAD54 branch: -18.4
CCOC(=O)CC(=O)CSc1nc(C)cc(C)c1C#N
  RAD54 branch: 0.8
CCn1c(CSc2nc3ccccc3s2)nnc1SCC(=O)NCC(=O)OC
  RAD54 branch: 2.6
CC1CCN(C(=O)CCC(=O)Nc2nnc(C(F)(F)F)s2)CC1
  RAD54 branch: -2.9
Cc1ccc(-n2ncc3c(=O)n(CC(=O)NCC4CCCO4)cnc32)cc1 (configuration not stated)
  RAD54 branch: 4.8
CN(Cc1nc(-c2ccncc2)no1)S(=O)(=O)c1ccc(Br)cc1
  RAD54 branch: 1.8
Cc1cc(C)c(S(=O)(=O)c2ccccc2)c(OC(=O)c2c(Cl)cc(Cl)cc2Cl)n1
  RAD54 branch: -0.3
COc1cc(OC)c(C2=NOC(C(=O)Nc3c(C)nn(CC(=O)N4CCCC4)c3C)C2)cc1Cl (configuration not stated)
  RAD54 branch: 8.5
CCSc1nnc2nc(C)cc(C)n12
  RAD54 branch: 5.8
CC(=O)c1cc(CN2C(=O)c3ccccc3C2=O)cs1
  RAD54 branch: 4.4
COc1cccc(S(=O)(=O)NCc2ccc(C(=O)Nc3ccc(Cl)c(Cl)c3)cc2)c1
  RAD54 branch: -6.9
CCCCOc1ccc(C(=O)N(Cc2ccco2)C2CCS(=O)(=O)C2)cc1 (configuration not stated)
  RAD54 branch: -0.4
c1cnn(-c2cc(N3CCOCC3)ncn2)c1
  RAD54 branch: -1.8

CCOc1cc2c(C#N)c(N3CCOCC3)nc(N)c2c(N)n1
  RAD54 branch: -0.1
CC1CN(C(=O)C(C)N2C(=O)c3ccccc3C2=O)CC(C)O1 (configuration not stated)
  RAD54 branch: -3.6
CCC1S/C(=C(\C#N)C(N)=O)N(c2ccc(F)cc2)C1=O (configuration not stated)
  RAD54 branch: -13.6
O=S(=O)(NC1CCCCCC1)c1ccc(Br)s1
  RAD54 branch: -1.8
S=c1[nH]nc(COc2ccccc2)n1C1CCCCC1
  RAD54 branch: -21.8
CCOC(=O)c1ccc(N2Cc3ccccc3C2=N)cc1
  RAD54 branch: 3.9
Cc1ccc(-c2nnc(SCC(=O)Nc3ccc(N4CCOCC4)cc3)o2)cc1
  RAD54 branch: 3.0
COC(=O)Cc1ccc2c3ccccc3n(C)c2c1
  RAD54 branch: 8.3
Cc1oc(-c2ccc(Cl)cc2)nc1CN1CCCC(C(=O)NCc2ccco2)C1 (configuration not stated)
  RAD54 branch: 2.9
CCCCN1CCCCC1C(=O)Nc1c(C)cc(C)cc1C (configuration not stated)
  RAD54 branch: -0.5
S=c1[nH]nc(-c2ccccc2Cl)n1CC1CCCO1 (configuration not stated)
  RAD54 branch: 3.4
CCOc1ccc(NC(=O)CCN2CCN(c3ccccc3)CC2)cc1
  RAD54 branch: 12.9
O=C1CCN(C(=O)Nc2ccccc2)N1
  RAD54 branch: -3.3
COc1cc(NC(=O)CCCC(=O)OCC(F)(F)C(F)F)nc(OC)n1
  RAD54 branch: -2.5
O=C(CNCC1CCCO1)N1CCN(S(=O)(=O)c2ccc3ccccc3c2)CC1 (configuration not stated)
  RAD54 branch: -3.7

Cc1nnc(N2CCCC(C(=O)Nc3cc(F)ccc3F)C2)c2nn(-c3ccccc3)c(C)c12 (configuration not stated)
  RAD54 branch: 6.2
CCc1cccc(CC)c1-n1c(SCc2cc(=O)n3ccsc3n2)nnc1-c1cccnc1
  RAD54 branch: -2.5
CCOc1cc(NC(=O)c2ccco2)c(OCC)cc1NC(=O)CCc1ccccc1OC
  RAD54 branch: -3.4
NCCc1nnc(SCC(N)=O)o1
  RAD54 branch: 9.8
O=C(c1ccc2c(c1)OCO2)N(CC1CCCO1)C1(C(=O)NC2CCCCC2)CCCCC1 (configuration not stated)
  RAD54 branch: -4.1
CCOc1ccc(C(=O)Nc2cccc(-c3cc4ccccc4oc3=O)c2)cc1[N+](=O)[O-]
  RAD54 branch: 10.1
CC1CCCC(C)N1C(=O)Cn1c(SCC(=O)Nc2ccc3c(c2)OCO3)nc2ccccc21 (configuration not stated)
  RAD54 branch: 7.3
COc1ccc(-c2cn(-c3ccc(C)cc3)c(=O)n2CC(=O)Nc2ccc(OC)c(OC)c2)cc1
  RAD54 branch: -3.8
CC(C)CN(C(=O)c1ccc(=O)n(C)n1)c1nc2ccccc2s1
  RAD54 branch: 16.4
CCSc1nnc2n(-c3ccc(OC)cc3)c(=O)c3c4c(sc3n12)CCCC4
  RAD54 branch: 7.0
CCOc1ccc(C(C)=O)cc1CSc1nnc(-c2ccoc2C)n1N
  RAD54 branch: -4.8
CCC1(C)Cc2c(sc(NC(=O)CCC(=O)O)c2C#N)CO1 (configuration not stated)
  RAD54 branch: -4.5
CCOC(=O)N1CCc2c(sc3c2C(=O)NC(c2ccccc2)N3)C1 (configuration not stated)
  RAD54 branch: -11.8
CCOC(=O)c1ccc(NC(=O)CSc2nc3cccnc3n2C)cc1
  RAD54 branch: -0.7
CCCC(=O)Nc1sc2c(c1C#N)CC(C)(C)NC2(C)C
  RAD54 branch: 8.1

Cc1nn(C(C)(C)C)c(OC(=O)c2ccc(Br)o2)c1Sc1ccccc1
  RAD54 branch: 3.8
COc1cccc(C(=O)COc2cccc(NC(=O)c3cccc([N+](=O)[O-])c3)c2)c1
  RAD54 branch: -0.4
Cc1cc(C)nc(Nc2ccc(N3CCCC3)cc2)n1
  RAD54 branch: 6.3
Clc1ccc(C2=Nn3c(nnc3-c3cccs3)SC2)cc1
  RAD54 branch: -7.8
CCC(=O)N1CCc2cc(S(=O)(=O)N3CCN(c4ccccn4)CC3)ccc21
  RAD54 branch: -5.6
COc1cc(CNCCN2CCOCC2)ccc1OCc1cccc(Cl)c1
  RAD54 branch: 0.3
CCc1cccc(CC)c1NC(=O)CN1CC(C)SC1=NC1CCCCC1 (configuration not stated)
  RAD54 branch: 9.2
CCC(C)NC(=O)C1c2ccccc2C(=O)N1Cc1ccc(OC)cc1OC (configuration not stated)
  RAD54 branch: -13.0
O=C(OC1CCOC1=O)c1ccc(-c2nc3ccccc3s2)s1 (configuration not stated)
  RAD54 branch: -1.0
COC(=O)c1ccc(Sc2nnnn2-c2ccccc2)c([N+](=O)[O-])c1
  RAD54 branch: 0.4
COCCCNC(=O)c1cc2c(=O)n3cccc(C)c3nc2n(C(C)C)c1=N
  RAD54 branch: 5.3
COc1ccc(N2CCN(C(=O)CCN3C(=O)c4ccccc4S3(=O)=O)CC2)cc1
  RAD54 branch: -0.3
CCOC(=O)C1CCCN(S(=O)(=O)c2cc(Br)cc3c2N(C(=O)C2CC2)CC3)C1 (configuration not stated)
  RAD54 branch: -4.4
COc1ccc(CCNc2nc(C)c(C(C)=O)s2)cc1OC
  RAD54 branch: -9.6
CCOC(=O)c1ccc(NC(=O)COc2ccc(S(=O)(=O)NC(C)(C)C)cc2)cc1
  RAD54 branch: -1.1
COC(=O)c1ccc(Cn2nc(C)cc2C)cc1
  RAD54 branch: -0.7

Among those listed so far, these have a thiophene ring, fused or not:
O=C(CN1C(=O)c2ccccc2C1=O)Nc1sc2c(c1C(=O)NCC1CCCO1)CCC2 (configuration not stated)
  RAD54 branch: 4.9
CSc1nc(N2CCOCC2)c2c3c(sc2n1)CCC3
  RAD54 branch: -12.3
O=C(NC1CCCCC1)C(Cc1ccccc1)NS(=O)(=O)c1cccs1 (configuration not stated)
  RAD54 branch: -3.0
COc1ccc(OC)c(NC(=O)C2=C(C)Nc3ncnn3C2c2cccs2)c1 (configuration not stated)
  RAD54 branch: -4.3
Cc1c(C(=O)O)sc2nc(C)n(C)c(=O)c12
  RAD54 branch: -1.4
O=C(c1ccco1)N1CCN(/C(=N/S(=O)(=O)c2cccs2)c2ccccc2Cl)CC1
  RAD54 branch: 0.7
CC(=O)c1cc(CN2C(=O)c3ccccc3C2=O)cs1
  RAD54 branch: 4.4
O=S(=O)(NC1CCCCCC1)c1ccc(Br)s1
  RAD54 branch: -1.8
CCSc1nnc2n(-c3ccc(OC)cc3)c(=O)c3c4c(sc3n12)CCCC4
  RAD54 branch: 7.0
CCC1(C)Cc2c(sc(NC(=O)CCC(=O)O)c2C#N)CO1 (configuration not stated)
  RAD54 branch: -4.5
CCOC(=O)N1CCc2c(sc3c2C(=O)NC(c2ccccc2)N3)C1 (configuration not stated)
  RAD54 branch: -11.8
CCCC(=O)Nc1sc2c(c1C#N)CC(C)(C)NC2(C)C
  RAD54 branch: 8.1
Clc1ccc(C2=Nn3c(nnc3-c3cccs3)SC2)cc1
  RAD54 branch: -7.8
O=C(OC1CCOC1=O)c1ccc(-c2nc3ccccc3s2)s1 (configuration not stated)
  RAD54 branch: -1.0

A different layout for two compounds above:
canonical_smiles,RAD54 branch
CCOC(=O)c1ccc(NC(=O)COc2ccc(S(=O)(=O)NC(C)(C)C)cc2)cc1,-1.1
COc1ccc(CCNc2nc(C)c(C(C)=O)s2)cc1OC,-9.6

Assay outcomes: PubChem, Broad Institute
